Screening data (PubChem BioAssay)
S100A4 inh HTS: blocks human S100A4 binding to myosin IIA peptide; inhibition, % at 10.7 µM; S100A4/TAMRA-MyoIIA peptide fluorescence polarization; P26447; 0.14% of 360,000 active;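 active = mean inhibition of at least 70% across replicates, with every replicate also reaching that level; inconclusive = mean inhibition reaches 70% but some replicates fall short; inactive = mean inhibition below 70%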
Target sequence (P26447 whole entry, looked up): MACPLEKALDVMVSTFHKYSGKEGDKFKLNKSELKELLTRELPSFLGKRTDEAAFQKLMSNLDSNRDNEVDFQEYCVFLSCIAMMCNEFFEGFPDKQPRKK
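Material: S100A4 monomer protein | Medium: HEPES pH 7.2 with CaCl2, KCl, NaCl, DTT, Triton | Reagent: Labelled myosin peptide probe, 5 nM | Doses: One dose per compound | Times: 5 min incubation before reading | Benchmarks: Neutral control DMSO, positive control TFP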
LGR2 antag: blocks bursicon-induced cAMP signaling via Drosophila LGR2 | HEK293 LGR2, CRE-luciferase, bursicon-stimulated, 4 h | inhibition, % at 9.99 µM | 0.35% of 380,000 active | AID 720647;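 active = drop in luminescence signal, shown as inhibition above about 50% in the replicate tests, limit read from the data, passing the limit was not always enough; inconclusive = probably only some replicates passing the limit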;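 also: agonist challenge used bursicon conditioned medium at about half maximal strength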
Cneo AK release: causes C. neoformans cell lysis; adenylate kinase release luminescence, 4 h; normalised: neutral wells 0, clomiphene wells 100; lysis activity, % at 15 µM; 0.2% of 360,000 active;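 active = mean lysis activity across replicates of at least 80%, whatever share of replicates individually reach that level; inactive = mean lysis activity below 80%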
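Material – log-phase Cryptococcus neoformans yeast cells · Input – 5 × 10^6 yeast cells/mL · Medium – fresh YPD growth medium · Doses – single compound concentration per well · Timing – static 4 h at 37 °C with compound, 1 h detection · Detection – adenylate kinase release luminescence · Read-out – signal increase indicating cell lysis · Control set – Clomiphene as positive lysis control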
C2C12 statin: protects C2C12 myotubes from simvastatin toxicity; ATP luminescence, 48 h; scaled: DMSO 0, geranylgeraniol control 100; rescue of ATP level, % at 7.49 µM; 0.78% of 330,000 active; AID 602340;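 active = mean ATP rescue above about 67%, or every replicate alone reaching that limit, limit read from the data, passing the limit was not always enough; inconclusive = no clear call, values can overlap the other calls; inactive = mean under the limit and some replicate under it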;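 also: myotubes were challenged with 10 µM simvastatin during compound exposure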
PGC1a acetyl inh: lowers PGC1a acetylation signal in U2OS cells. AlphaScreen anti-acetyl-lysine; with virally co-expressed GCN5 acetyltransferase. inhibition, % at 15.6 µM. 0.17% of 350,000 active;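 active = every replicate shows inhibition of at least 40%; inconclusive = mean inhibition at least 40% but some replicate below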;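 also: 0% = neutral control wells and 100% = positive control wells; some results beyond the cut were filed as inactive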
SIRT5 inh: blocks human SIRT5 desuccinylation of peptide. inhibition, % at 15 µM. Q9NXA8. Purified SirT5, succinyl-peptide AMC, trypsin-coupled fluorescence. 1.1% of 330,000 active; in the data active = inhibition above about 15%; inconclusive = no clear call, values can overlap the other calls
ERAP1 HTS inh: ERAP1 (human) enzyme inhibition; recombinant ERAP1, Leu-AMC fluorescence, 60 min; AID 652197; 0.15% of 340,000 active; Q9NZ08; inhibition, % at 10.7 µM;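 active = mean replicate inhibition of at least 30%, or all replicates individually reaching that 30% level; inactive = mean below 30% and not every replicate reaching it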;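 also: 0% = neutral control wells and 100% = L-leucinethiol positive control wells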
Target sequence (Q9NZ08 whole entry, looked up): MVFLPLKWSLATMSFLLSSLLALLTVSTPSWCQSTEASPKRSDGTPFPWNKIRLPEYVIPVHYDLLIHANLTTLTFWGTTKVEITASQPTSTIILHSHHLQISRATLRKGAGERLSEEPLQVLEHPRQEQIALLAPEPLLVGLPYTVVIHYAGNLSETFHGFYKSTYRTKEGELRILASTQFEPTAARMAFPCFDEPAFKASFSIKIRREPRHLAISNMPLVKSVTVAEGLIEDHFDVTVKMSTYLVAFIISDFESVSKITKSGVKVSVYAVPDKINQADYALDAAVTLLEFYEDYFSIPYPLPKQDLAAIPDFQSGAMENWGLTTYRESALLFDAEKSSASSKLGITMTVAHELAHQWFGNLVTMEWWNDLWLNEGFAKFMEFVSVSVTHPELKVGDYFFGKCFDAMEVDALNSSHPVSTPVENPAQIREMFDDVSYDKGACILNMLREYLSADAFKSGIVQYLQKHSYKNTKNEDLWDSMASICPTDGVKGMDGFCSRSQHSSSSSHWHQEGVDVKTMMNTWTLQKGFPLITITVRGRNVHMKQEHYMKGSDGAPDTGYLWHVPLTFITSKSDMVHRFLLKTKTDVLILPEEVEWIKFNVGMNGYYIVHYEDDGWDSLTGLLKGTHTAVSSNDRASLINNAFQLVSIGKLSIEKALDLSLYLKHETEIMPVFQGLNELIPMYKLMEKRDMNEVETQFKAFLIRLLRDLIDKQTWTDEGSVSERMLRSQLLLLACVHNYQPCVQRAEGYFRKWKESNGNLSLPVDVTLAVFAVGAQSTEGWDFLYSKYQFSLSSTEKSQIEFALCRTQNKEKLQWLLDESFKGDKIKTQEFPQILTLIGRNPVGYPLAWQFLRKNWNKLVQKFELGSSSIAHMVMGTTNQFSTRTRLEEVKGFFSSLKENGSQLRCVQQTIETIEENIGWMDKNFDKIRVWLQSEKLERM
XiGFP reactiv: reactivates the inactive X chromosome in mouse fibroblasts; 0.055% of 360,000 active; activation, % at 7.58 µM; XiGFP mouse fibroblasts, % GFP-positive cells imaging, 3 d; cells co-treated with 5-aza-dC sensitizer; scaled so ellipticine positive control = 100%;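 active = mean normalized replicate activation at least 10% and every replicate at or above 10%; inconclusive = only one of the two criteria met; inactive = mean below 10% and not all replicates reach 10%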;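 also: 0% = median of on-plate neutral control wells and 100% = ellipticine 6 µM median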
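System: 68-5-11 XiGFP fibroblast line | Buffer or medium: DMEM containing 5-aza-dC | Compound: Single point | Times: Compounds 3 days, fix/stain 15 min at room temperature | Benchmarks: Positive control ellipticine, 6 µM final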
Active calls of the source: *; ? = inconclusive; . = not tested or not shown. The list is partial; count on the stated rates, not on these rows.

Structure,S100A4 inh HTS,LGR2 antag,Cneo AK release,C2C12 statin,PGC1a acetyl inh,SIRT5 inh,ERAP1 HTS inh,XiGFP reactiv
Nc1nc(NCc2ccco2)nc(NCCO)c1[N+](=O)[O-],-15,-2,11,2,-1,-4,.,-0.1
Cc1ccc(Cn2nc(C)c(NC(=O)c3cc(C)no3)c2C)cc1,-9,8,-2,6,0,-2,0,0.0
O=C(Nc1ccc(Cl)cc1)c1ccc(OCC2CCCO2)cc1 (configuration not stated),0,-41,.,.,6,-1,-1,-0.2
COc1cc(C(CC(=O)Nc2cc(C)ccn2)N2Cc3ccccc3C2=O)cc(OC)c1OC (configuration not stated),-1,-1,-7,1,-2,-6,1,0.3
Cc1ccc2c(c1)C(=O)c1c(C(=O)O)cccc1-2,0,15,.,.,2,0,-13,0.0
CC(=O)Nc1ccc(NC(=O)N(c2ccccc2)c2ccccc2)cc1,11,13,-1,2,4,-7,4,-0.1
O=C(c1cccc(C(=O)N2CCC(O)(c3ccccc3)CC2)c1)N1CCC(O)(c2ccccc2)CC1,2,1,3,6,8,-18,1,0.1
O=C1COc2ccc(C(=O)COC(=O)Cc3ccsc3)cc2N1,-3,24,.,.,-13,-1,-1,0.0
CC(C)CCC1(CCNC(C)c2cccs2)CCOC(C)(C)C1 (configuration not stated),-5,-8,3,-17,.,.,0,0.1
CC(=O)NC(Cc1ccccc1)C(C)=O (configuration not stated),-1,-3,4,10,5,-1,-2,-0.1
COCCC(=O)N1CCC(Oc2ccc(C(=O)N(C)CCCC3CCCC3)cc2)CC1,5,-12,-2,13,-14,-2,1,0.0
O=C(N/N=C/c1ccc(N2CCOCC2)cc1)c1ccc(O)cc1,-3,-49,-1,-18,-3,-5,.,3.1
COCCNC(=O)C(c1ccc(C)cc1)N(Cc1cccs1)C(=O)CCC(=O)Nc1ccccn1 (configuration not stated),7,-6,-2,15,.,0,0,0.1
CC(=O)Nc1sc(C)c(C)c1C(=O)OCC(=O)Nc1cc(S(=O)(=O)N2CCCCC2)ccc1Cl,.,1,1,.,-2,.,.,0.3
Cc1ccc(/C=C/C(=O)OCC(=O)N2CC(=O)Nc3ccccc32)o1,2,-8,.,4,-4,1,5,0.4
Brc1ccc(OCCCOc2cccc3cccnc23)cc1,-1,-25,17,3,-12,-2,1,0.2
Cc1ccc(OCCC(=O)Nc2ccc(F)c(F)c2)cc1,-6,6,1,-5,1,-20,-1,0.1
COc1ccc(N2CCN(C(=O)CSc3ncccc3-c3nc4ccccc4[nH]3)CC2)cc1,-12,-11,-9,26,5,1,-3,.
Cc1ccc(/C=N/Nc2nc(N3CCOCC3)nc(N3CCOCC3)n2)o1,-2,0,.,.,.,4,1,-0.1
C[C@H](CO)N1C[C@H](C)[C@@H](CN(C)C(=O)C2CCCCC2)Oc2cc(C#CC(C)(C)O)ccc2S1(=O)=O,3,24,1,-4,-3,-2,0,0.1
Cc1nnc(SCC(=O)Nc2cc(Cl)ccc2Cl)n1CC1CCCO1 (configuration not stated),2,14,3,6,.,2,-1,-0.1
O=C(CSc1ccc(Cl)cc1)OCC(=O)N1CCN(c2ccccc2)CC1,-25,1,1,11,-10,3,-2,0.3
CCCN1CCc2c(sc(NC(=O)C3CCN(S(=O)(=O)c4cccs4)CC3)c2C(N)=O)C1,-2,-15,3,-11,.,2,1,0.0
CN1c2ccc(-c3ccc(F)cc3)cc2[C@@H]2[C@@H](CCN2S(=O)(=O)c2cccc(F)c2)[C@@H]1CO,-5,-10,1,-34,-13,6,-3,0.1
Cc1ccc(-n2c(C)cc(C)c(C#N)c2=O)cc1C,-2,2,.,.,.,0,-2,0.0

The final 2 compounds of the section above are carried over, then new ones follow.
Structure,S100A4 inh HTS,LGR2 antag,Cneo AK release,C2C12 statin,PGC1a acetyl inh,SIRT5 inh,ERAP1 HTS inh,XiGFP reactiv
CN1c2ccc(-c3ccc(F)cc3)cc2[C@@H]2[C@@H](CCN2S(=O)(=O)c2cccc(F)c2)[C@@H]1CO,-5,-10,1,-34,-13,6,-3,0.1
Cc1ccc(-n2c(C)cc(C)c(C#N)c2=O)cc1C,-2,2,.,.,.,0,-2,0.0
COc1ccc(CCNC(=O)COC(=O)/C=C/c2ccc3c(c2)OCO3)cc1OC,2,-25,2,-7,.,1,-2,0.0
CN(C)CC(=O)N[C@@H]1CC[C@H](CC(=O)NCc2ccc(Cl)cc2)O[C@H]1CO,?,5,1,-4,-1,4,0,-0.5
C[C@H](CO)N1C[C@H](C)[C@@H](CN(C)C(=O)Nc2ccccc2)Oc2ccc(NC(=O)CCCCCC(=O)Nc3ccccc3N)cc2CC1=O,4,-3,.,.,15,5,3,0.1
O=C(c1cc2ccccc2o1)N(Cc1nnc(-c2ccccc2Cl)o1)C1CC1,4,-52,-4,15,-5,-2,3,0.3
CCCN1CCN(C(=O)c2ccc(-c3ccc([N+](=O)[O-])cc3)o2)CC1,-7,-4,-1,-3,.,2,0,-0.1
S=c1[nH]ncn2c1cc1oc3ccccc3c12,2,-6,0,-20,-8,3,8,0.0
Nc1ncnc2c1ncn2[C@@H]1O[C@H](CO)C[C@H]1O,2,4,1,9,0,-6,0,0.1
COC(=O)c1cc(S(=O)(=O)N2CCCCC2C)c[nH]1 (configuration not stated),1,-5,-3,-3,.,-4,7,0.0
C=CCn1cccc(C(=O)Nc2ccc(F)cc2)c1=O,-1,-24,0,9,1,0,3,0.1
C[C@H]1CN([C@@H](C)CO)S(=O)(=O)c2ccc(Br)cc2O[C@H]1CN(C)Cc1cncnc1,-9,11,-1,-4,-2,5,1,0.0
CN(C)CC(=O)Nc1ccc2c(c1)[C@@H]1C[C@@H](CC(=O)NCc3cccc(F)c3)O[C@H](CO)[C@@H]1O2,-10,-1,0,10,2,-1,-1,0.1
Cc1nn(Cc2ccccc2Cl)c(C)c1C(=O)NCC(c1cccs1)N1CCOCC1 (configuration not stated),-5,-8,-2,11,-4,-3,-4,0.0
Cc1ccc(-n2nc(CN3CCOCC3)c(-c3ccccc3)c2N)cc1Cl,.,-7,5,3,.,.,.,0.1
CCOc1ccc2nc(SC3CC(=O)N(c4ccc(C)cc4)C3=O)sc2c1 (configuration not stated),-1,-12,-4,.,13,-5,0,.
COc1ccc2c(c1)C=C(CN1CCC(CO)(CCc3ccccc3)CC1)CO2,-1,0,0,3,8,-1,-5,0.4
Cc1ccc(S(=O)(=O)N(Cc2cc3ccccc3[nH]c2=O)CC2CCCO2)cc1 (configuration not stated),1,4,0,6,6,24*,-2,-0.1
Cc1ccc2[nH]cc(S(=O)(=O)c3ccc(C)c(C)c3)c(=O)c2c1,2,3,.,.,.,-3,1,0.0
C[C@H]1CN([C@@H](C)CO)C(=O)c2cc(N(C)C)ccc2O[C@@H]1CN(C)S(=O)(=O)c1ccc(Cl)cc1,7,-2,-4,2,-1,-2,1,-1.0
CC(C)NC(=O)N1CC(=O)N2[C@H](C1)[C@@H](c1ccc(C#CCN(C)C)cc1)[C@@H]2CO,7,-18,.,.,2,-2,1,0.0
COc1ccc([C@H]2CC(=O)C=C(c3cccc(OC(F)(F)F)c3)C2)cc1,-2,24,0,-21,.,9,-4,-0.1
CC(Oc1cccc2cccnc12)C(=O)N/N=C/c1ccc2c(c1)OCO2 (configuration not stated),-1,-21,-1,-15,14,.,-2,0.1
C[C@@H]1CN([C@H](C)CO)C(=O)c2cccc(NS(=O)(=O)c3cccs3)c2O[C@@H]1CN(C)S(=O)(=O)c1cn(C)cn1,-2,17,2,25,-11,-3,-1,0.2
COc1ccc(N=C2NC(=O)/C(=C/c3ccco3)S2)cc1,-3,1,0,.,6,2,.,0.0
O=C(C1CCC1)N1CC2(C1)[C@H](c1ccccc1)[C@@H](CO)N2C(=O)c1ccccn1,4,-4,.,.,-6,-8,-3,0.1
Cc1ccc(OCCSc2nc3ccccc3n2CC(=O)O)c(C(C)C)c1,1,-1,-1,8,-5,-3,-1,0.4
CC(=O)Nc1ccc(-c2ccnc3c2CC(C(=O)NCCC(F)(F)F)O3)cc1 (configuration not stated),2,21,-1,2,2,-4,4,0.1
COc1ccc(OCC(=O)N/N=C\c2ccco2)cc1,3,-10,.,.,.,1,0,0.2
Cc1cc(C)c(C(=O)/C=C/c2cccc3ccccc23)c(=O)[nH]1,5,67*,.,.,.,-5,-1,-0.1
CC1CC(NC(=O)c2cnc3n(c2=O)CCS3)CC(C)(C)C1 (configuration not stated),3,-4,2,10,-4,-1,5,0.3
COc1ccc2c3c(n(C)c2c1)[C@@H](CO)N(C(=O)CN(C)C)CC31CN(S(C)(=O)=O)C1,-4,-16,.,.,6,.,1,0.0
COc1ccccc1C(=O)NCCC(=O)NC1=NCCS1,-18,-16,-3,9,1,-1,2,-0.1
Nc1ncnc(Sc2ncccn2)c1[N+](=O)[O-],0,?,.,.,.,-2,0,0.2
O=[N+]([O-])c1cccc(CN2CCN(c3cccc4[nH]ccc34)CC2)c1,-1,-1,-2,-9,3,-2,-3,0.1
O=C(NCCCl)Nc1ccc(Cl)c([N+](=O)[O-])c1,3,-12,.,.,1,14,5,0.8
O=S(=O)(NOCc1ccc(Cl)cc1)c1ccc(Cl)cc1,-10,4,-1,14,0,-2,-2,0.0
COC(=O)c1ccc(Cn2cnc3c(Cl)ncnc32)cc1,5,-5,1,0,13,-2,2,0.0
COc1ccccc1/C=N/OC(=O)c1ccc(C)cc1,4,.,-13,6,8,5,5,0.0
COc1cc(/C=N/NC(=O)CCn2nnc3ccccc32)ccc1O,-2,8,.,.,.,-1,-1,0.2
Fc1ccccc1-c1n[nH]c(=S)n1CC1CCCO1 (configuration not stated),9,2,13,6,25,4,0,0.2
COc1cc(/C=N/NC(=O)c2cccnc2)ccc1OCC(=O)Nc1c(C)cc(C)cc1C,.,17,-1,-9,-10,.,.,0.0
C=CC[C@H](CC(=O)NCCO)C(=O)N[C@@H](COC(=O)[C@H](CC=C)CC(=O)OC(C)(C)C)Cc1c[nH]c2ccccc12,-1,-5,0,23,-6,.,.,-0.4
Cc1cccc(NC(=O)CN2C(=O)N/C(=C/c3cc(C)n(C(C)C)c3C)C2=O)c1,2,3,1,7,-10,2,-2,.
O=C(NN=Cc1ccco1)C(=O)Nc1cccc(C(F)(F)F)c1,0,-14,.,.,.,.,-5,0.3
CC(=O)N1[C@@H](CO)[C@@H](c2ccc(-c3ccc(C#N)cc3)cc2)C12CN(C(=O)C1CC1)C2,8,-8,.,.,6,.,-3,0.0
CC(=O)Nc1ccc(S(=O)(=O)N(C)CC(=O)OC2CCCCC2=O)cc1 (configuration not stated),-1,4,1,-7,18,-5,4,-1.0
CCOC(=O)c1ccc(Oc2c(C)oc3cc(OS(C)(=O)=O)ccc3c2=O)cc1,1,5,2,-2,-8,2,11,-0.4
